Pf apPOL inh = Pf-apPOL DNA polymerase inhibition | Recombinant Pf-apPOL, molecular beacon fluorescence, 1.5 h | inhibition, % at 10 µM | hit rate 0.25% among 210,000
mHTT CaM bind = inhibitors of human mutant huntingtin-calmodulin interaction | P42858 | AlphaScreen His-mHTT/GST-CaM binding, luminescence | inhibition, % at 15 µM | hit rate 3.6% among 190,000 | AID 1671202;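 note: 0% = both proteins with DMSO and 100% = one protein alone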
Numbers without * were called inactive; i = inactive; nt = not tested or not shown; & = joins results of further samples. Cut-off read from the data, not from the text of the source: active = inhibition above about 50%; inactive = the rest.

SMILES	Pf apPOL inh	mHTT CaM bind
O=C(c1cccc(F)c1)N1CCc2nc(-c3ccc(F)cc3)ncc2C1	0	-2
COc1ccc(-c2nnc(NC(C)=O)s2)cc1	-2	-10
O=S(=O)(c1ccccc1)N1CCC(Oc2ccc(-n3cnnn3)cc2)CC1	-11	-4
CCOc1ccccc1N1C(=O)NC2CC1(C)Oc1ccc(Cl)cc12 (configuration not stated)	-10	2
c1ccc(OCCOCCn2nc3ccccc3n2)cc1	-11	-20
Cc1ccc(NC(=O)N2CCc3nc(-c4ccc(F)cc4)ncc3C2)c(C)c1	0	-1
Cn1c(=O)c2c(nc(Cl)n2CC(=O)N2CCCCC2)n(C)c1=O	-3	-2
CC(C)C(C)(O)C#CCN1CCCCC1 (configuration not stated)	9	-4
Cc1ccc(S(=O)(=O)Nc2nnc(C(C)(C)C)s2)cc1	-3	3
Cc1ccc(C2CN(C(=O)c3ccccc3)CC2C(=O)NCC(C)C)cc1 (configuration not stated)	-4	12
COc1cc(C=C2Oc3c(ccc(OS(C)(=O)=O)c3C)C2=O)cc(OC)c1OC	-2	-1
COc1ccc(C)cc1NC(=O)c1cnc(Nc2ccccc2OC)c2ccccc12	-2	-50
O=C(NCc1ccc(F)cc1)C1CC(c2ccccc2F)=NO1 (configuration not stated)	-2	0
CCOc1ccc(N(CC(=O)O)S(=O)(=O)c2ccc(OC)c(OC)c2)cc1	-2	4
COc1ccc(C=CC(=O)NC(=S)NCC2CCCO2)cc1 (configuration not stated)	-4	3
CCOC(=O)c1c(-c2ccc(OC)c(OC)c2)csc1NC(=O)CN1CCCC1	-4	7
O=C(Nc1ccc2oc(-c3cccnc3)nc2c1)c1ccc(-c2ccccc2)o1	17	12
COc1cccc(Oc2coc3cc(OC(=O)c4ccc5c(c4)OCO5)ccc3c2=O)c1	-9	4
Cn1nccc1C#CCN1CCOCC1	-8	-3
COc1cc(/C=C2/SC(=N)NC2=O)ccc1OCc1ccc(Cl)cc1Cl	1	31

Some values from the entries so far.
`CCOc1ccc(N(CC(=O)O)S(=O)(=O)c2ccc(OC)c(OC)c2)cc1` | mHTT CaM bind: 4
`COc1ccc(-c2nnc(NC(C)=O)s2)cc1` | mHTT CaM bind: -10
`CCOC(=O)c1c(-c2ccc(OC)c(OC)c2)csc1NC(=O)CN1CCCC1` | Pf apPOL inh: -4

Next compounds:
SMILES	Pf apPOL inh	mHTT CaM bind
O=[N+]([O-])c1ccc(N2CCN(S(=O)(=O)c3cc(Cl)ccc3Cl)CC2)cc1	-13	4
Cc1cc(S(N)(=O)=O)c(Cl)cc1Cl	-1&0	nt
CCCCc1ccc(NC=C(C#N)c2nc(-c3cc4ccccc4oc3=O)cs2)cc1	-4	9
O=C(c1ccccc1Br)N1N=C(c2ccc(Br)cc2)CC1c1ccco1 (configuration not stated)	-12	-4
CC1CN(CCOc2ccccc2)CC(C)O1 (configuration not stated)	-11	1
COc1ccc(NC(=O)CSc2nc(-c3cccs3)cc(C(F)(F)F)c2C#N)cc1	1	-3
O=C1C2C3C=CC(C4CC34)C2C(=O)N1CCc1ccccc1 (configuration not stated)	-1	0
CCOC(=O)N1CCN(Cc2ccc(NC(C)=O)cc2)CC1	-8	-4
CN1CCN(c2cc(N3CCN(C(=O)c4ccc(F)cc4)CC3)c([N+](=O)[O-])cc2F)CC1	-7	21
COc1ccc(OC)c(C2=NOC(C(=O)NCCN3CCOCC3)C2)c1 (configuration not stated)	-2	-2
O=C(Cc1cccc(C(F)(F)F)c1)N1CCCn2nc(-c3ccncc3)cc2C1	-2	17
O=C(COc1nsnc1N1CCOCC1)Nc1cccc(Cl)c1	-3	7
O=[N+]([O-])c1c(NCc2ccco2)ncnc1NCc1ccco1	-4	nt
FC(F)(F)c1ccncc1-c1n[nH]c(=S)n1-c1ccc(Cl)cc1	-7	nt
Cc1cc(C)cc(S(=O)(=O)NCCC2CCN(C(=O)c3ccccc3)CC2)c1	-5	27
COc1nccc(N2CCC(CC(=O)NCc3cccs3)CC2)n1	-2	5
Cc1ccc(OCCCC(=O)Nc2ccc([N+](=O)[O-])cc2)cc1	0	6
CC(=O)N/C(=N\OCc1ccccc1Cl)c1nonc1NC(C)=O	3	i
Cc1cccc(C(=O)NCCC2CCN(C(=O)NC3CCCCC3)CC2)c1	-5	6
O=C(NCc1ccc(F)cc1)c1cn(-c2ccccc2Cl)nn1	-4	0
O=C(O)CC(Cc1ccccc1)C(=O)Nc1ccc(F)cc1 (configuration not stated)	-3	-2
CCOc1ccc(/C=C2\N=C(c3ccc(Cl)c([N+](=O)[O-])c3)OC2=O)cc1	4	6
COc1cc(C(=O)NCc2ccncc2)cc(OC)c1OC	-2	0
COc1cccc(CNC(=O)C2(C)CCCN(C(=O)Nc3ccc4c(c3)OCCO4)C2)c1 (configuration not stated)	-4	-1
Cc1ccccc1CNC(=O)CCC1CCCN(C(=O)Nc2ccc(F)cc2)C1 (configuration not stated)	-1	0
CS(=O)(=O)c1nc2ccccc2n1Cc1ccc(Cl)cc1Cl	-3	0
CC(C)Sc1nc2c([nH]c3ccccc32)c(=O)n1C	-3	-1
COc1ccc(S(=O)(=O)N2CCN(Cc3ccc4c(c3)OCO4)CC2)cc1Br	0	15
CC(C)Sc1cc(C#N)c2cc(Br)ccc2n1	-1	nt
COc1ccc(-c2nc3cccnc3n2C2CCN(C(=O)c3ccc(OC)nc3)C2)cc1 (configuration not stated)	-5	3
COc1ccc(OC)c(C2=NOC(C(=O)N3CCN(C)CC3)C2)c1 (configuration not stated)	0	-5
COc1cccc(N2CCN(C3CCCC(C)C3)CC2)c1 (configuration not stated)	-7	-2
Cc1cc(C)nc(N=C(N)Nc2ccc(Cl)cc2Cl)n1	-4&-2	-3&3
O=C(C1=C(O)C(=O)N(CCCn2ccnc2)C1c1cccc([N+](=O)[O-])c1)c1ccco1 (configuration not stated)	6	1
O=C(NCC1CCN(C(=O)c2cc3ccccc3o2)CC1)c1ccccc1Br	-21	-2
Cc1ccc(N2C(=O)C3C4C=CC(C4)C3(C)C2=O)c(C)c1 (configuration not stated)	-3	-3
Cn1cc(Cl)c(-c2nc(-c3ccc(Cl)cc3)cs2)n1	3&0	nt
CN(C)c1ccc(/C=C2/S/C(=N\O)NC2=O)cc1	0	i
CCOc1ccccc1Oc1c(C)oc2cc(OCC(=O)O)ccc2c1=O	3	-3
O=C(O)C1CCCN(S(=O)(=O)c2ccc(Br)cc2)C1 (configuration not stated)	-1	1

Some of the entries so far, as a markdown table.
| compound | Pf apPOL inh | mHTT CaM bind |
| --- | --- | --- |
| COc1ccc(-c2nc3cccnc3n2C2CCN(C(=O)c3ccc(OC)nc3)C2)cc1 (configuration not stated) | -5 | 3 |
| O=C(O)C1CCCN(S(=O)(=O)c2ccc(Br)cc2)C1 (configuration not stated) | -1 | 1 |

6 of the compounds above, bar-delimited:
smiles | Pf apPOL inh | mHTT CaM bind
CS(=O)(=O)c1nc2ccccc2n1Cc1ccc(Cl)cc1Cl | -3 | 0
O=C(c1cccc(F)c1)N1CCc2nc(-c3ccc(F)cc3)ncc2C1 | 0 | -2
O=C(O)CC(Cc1ccccc1)C(=O)Nc1ccc(F)cc1 (configuration not stated) | -3 | -2
O=C(COc1nsnc1N1CCOCC1)Nc1cccc(Cl)c1 | -3 | 7
c1ccc(OCCOCCn2nc3ccccc3n2)cc1 | -11 | -20
Cn1nccc1C#CCN1CCOCC1 | -8 | -3

Compound profiles (already shown). Order of screens: Pf apPOL inh, mHTT CaM bind
O=C(O)C1CCCN(S(=O)(=O)c2ccc(Br)cc2)C1 (configuration not stated) is entered as -1, 1
CS(=O)(=O)c1nc2ccccc2n1Cc1ccc(Cl)cc1Cl is entered as -3, 0
CCOc1ccc(/C=C2\N=C(c3ccc(Cl)c([N+](=O)[O-])c3)OC2=O)cc1 is entered as 4, 6

New compounds follow.
SMILES	Pf apPOL inh	mHTT CaM bind
CCC(C)C1N=C2c3ccccc3N=C(SCC(=O)Nc3cccc(OC)c3)N2C1=O (configuration not stated)	-2	33
CCCOc1nn(CCC)cc1C(=O)NCc1ccccc1Cl	-7	6
Cc1ccccc1OCC(=O)N1CCN(C2=CC3=NC(C)CN3C=N2)CC1 (configuration not stated)	-6	91*
COc1ccc(O)c(C2Oc3ccccc3C3CC(c4cccs4)=NN32)c1 (configuration not stated)	3	49
CCS(=O)(=O)N1CCc2nc(-c3ccc(OC)cc3)ncc2C1	0	-3
COc1ccc(NC(=O)Cn2c(=O)n(-c3ccccc3)c(=O)c3sccc32)c(OC)c1	-4	-1
CCNC(=O)c1nsc(C(=O)NCc2ccccc2Cl)c1N	2	-8
O=C(NCCc1csc(C2CCCN(C(=O)c3cccnc3)C2)n1)C1CCC1 (configuration not stated)	-6	-6
COc1ccc(Cl)cc1NC(=O)c1cc2c(=O)n3ccccc3nc2s1	1	-3
N#C/C(=C\c1ccccc1)c1nc2ccccc2[nH]1	0	-9
COc1cccc(C(=O)/C=C/Nc2ccc(S(=O)(=O)Nc3onc(C)c3C)cc2)c1	1	19
CCCCNC(=O)C1(O)c2cc(Br)ccc2NC(=O)N1c1ccc(OCC)cc1 (configuration not stated)	-7	6
COC1(OC)C2(Cl)C(Cl)=C(Cl)C1(Cl)C1C(O)C=CC(O)C12 (configuration not stated)	-4	nt
CC(=O)Nc1ccccc1C(=O)C(=O)Nc1ccc(Cl)c(F)c1	-4	-2
COc1c2ccoc2nc2c(OC)c(OC(C)=O)ccc12	1	-1
COc1ccc(CN2CCc3nc(Nc4ccccc4F)ncc3C2)c(OC)c1	-2	8
O=c1c2sccc2n(Cc2ccc([N+](=O)[O-])cc2)c(=O)n1-c1cc(F)ccc1F	-2	3
O=C(NC1CC2CC1N(C(=O)c1cccc(C(F)(F)F)c1)C2)c1cccs1 (configuration not stated)	-4	1
COc1ccc(C(=O)CSc2nc(=O)n3cc(C)ccc3n2)cc1	4	-5
OCCN(Cc1ccccc1)CC(O)COc1ccc(Cl)cc1Cl (configuration not stated)	4	51*
CCOc1ccc(C2CC(c3ccc(OC)cc3)n3nc(N)nc3N2)cc1 (configuration not stated)	-4	9
Cc1ccc(NCCC(=O)c2ccc([N+](=O)[O-])cc2)cc1Cl	-4	33
Cc1ccccc1C(=O)NC1CCCC(O)C1 (configuration not stated)	4	0
CC(C)(C)NC(=O)Nc1ccc(N2CCN(C(=O)Cc3ccc(F)cc3)CC2)cc1	0	35
O=C(NC1CCCCNC1=O)c1oc(=O)c2ccccc2c1-c1ccccc1 (configuration not stated)	-4	-1
CC(C)(C)C1CCc2c(sc(NC(=O)Cn3cnc([N+](=O)[O-])n3)c2C#N)C1 (configuration not stated)	1	33
Cc1cc(C)cc(N2C(=O)NC(=O)/C(=C\c3ccc(N4CCOCC4)o3)C2=O)c1	1	11
CC(C)N1CCn2c(nc3cc(C(=O)NCc4ccc(F)cc4)ccc32)C1=O	0	-6
COc1ccc(S(=O)(=O)N2CCN(Cc3cccc(F)c3)CC2)cc1	-4	-5
CCN(CC)C(=O)CSc1nc(OC)cc(=O)[nH]1	-1	-9
Cc1ccc(-n2[nH]c3c(cnc4ccc(C(=O)N5CCSCC5)cc43)c2=O)cc1C	1	-7
O=C(NCC1CCCO1)C1CC(=O)N(Cc2ccccc2F)C1 (configuration not stated)	-2	3
CC(C)C(=O)N1CCN(c2ccc3c(c2)OCO3)C(=O)C1C (configuration not stated)	1	0
COc1cccc(C(=O)N2CCc3cc(OC)c(OC)cc3C2C(C)C)c1 (configuration not stated)	-4	14
FC(F)(F)c1cc(N=Cc2ccc(-c3cccs3)s2)cc(C(F)(F)F)c1	-3&-2	nt
Cc1noc(C)c1C1CCCN1Cc1ccc(C(F)(F)F)cc1 (configuration not stated)	12	-17
CC(=O)Nc1nonc1N1C(=N)S/C(=C\c2ccc(-c3ccccc3F)o2)C1=O	0	15
c1ccc(COc2ccc(CN3CCN(c4ccccc4)CC3)cc2)cc1	-4	33
CN1C(=O)c2cccnc2Sc2cc(C(=O)Nc3ccc(Cl)cc3)ccc21	-6	-6
NCCc1c(-c2cccs2)[nH]c2ccccc12	-6	88*
CCc1cc2c(C)cc(=O)oc2cc1OCC(=O)Nc1cccc(C)c1	0	nt
CN1CCN(CCCN2C(=O)CSC2c2ccc(Cl)cc2)CC1 (configuration not stated)	0	4
Cc1ccc(C(=O)O/N=C(\N)c2ccccn2)cc1C	8	i
Cc1ccc(S(=O)(=O)N2CC3CN(C(=O)COc4cccc(C)c4)CC(C2)O3)cc1	-6	-6
COc1ccc(CCC(=O)Nc2c(C)nn(Cc3ccccc3Cl)c2C)cc1	-1	5
O=C(Nc1ncccn1)c1ccc([N+](=O)[O-])o1	4	2
CCOc1ccc(C(=O)Nc2cccc(NC(=O)C(C)C)c2)cc1Br	-13	4
COc1cc(O)c(CN2CCCCC2)c2oc(-c3ccccc3)cc(=O)c12	-7	2
Cc1ccccc1NC(=O)CC1Nc2ccccc2NC1=O (configuration not stated)	-2	3
CN(CCc1ccccn1)Cc1ccc([N+](=O)[O-])cc1	-8	-4
Cn1cccc1CN(Cc1cccs1)C(=O)C1(c2ccc(F)cc2)CC1	-2	10
CCc1cc(C2CCCN2Cc2cn[nH]c2-c2ccc(OC)cc2)on1 (configuration not stated)	-4	-8
Cc1nc2cc(NC(=O)C3CCN(c4cc(-n5ccnc5C)ncn4)CC3)ccc2s1	-4	21
c1c[nH]c(CN2CCC(Nc3ncnc4c3CCC4)CC2)c1	4	18
CNc1cc(C(N)=O)c2cccc(Cl)c2n1	-2	-2
O=C(NCCN1CCCCC1)C1CCCN(c2ncc(-c3cccc(F)c3)cn2)C1 (configuration not stated)	-4	-3
CN(C)CC1CN(C(=O)c2ccc3ccccc3n2)CC12CCOCC2 (configuration not stated)	-4	-7
CCc1onc(C)c1C1CCCN1Cc1ccc(N(CC)CC)cc1 (configuration not stated)	0	67*
Cc1c(C(c2ccccc2)c2c(C)n(C)n(-c3ccccc3)c2=O)c(=O)n(-c2ccccc2)n1C	0	9
Cc1nn(-c2ccc(C(=O)N3CCN(c4ccccc4)CC3)cc2)c2c1C(=O)CCC2	-2	23

High-throughput results: PubChem BioAssay, University of Kansas High Throughput Screening Laboratory

Some of the compounds tested; the hit share may differ from the screen's.
